HT1080-NT tox: kills 2HG-producing HT-1080-NT fibrosarcoma cells | 360,000 tested, 1.6% active | AID 686970 | Potency, µM (titrated, usually from 46.1 µM), without a hit: top-dose activity, negative = less viability, usual class: cytotoxic | HT-1080-NT fibrosarcoma viability, CellTiter-Glo ATP luminescence, 48 h;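 further: NT is the 2HG producing partner of a matched IDH1 knockdown line; potency means the concentration at half of the fitted maximal effect; 0% = DMSO-treated cells and -100% = media-only wells without cells; nearly all actives have a fitted effect of over 55% in size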
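750 cells/well, RPMI + 5% FBS; 2 h settle, compound pin-transfer, 48 h at 37 degrees C. CellTiter-Glo 10 min RT, luminescence. Normalized to DMSO and media-only wells.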
D3 antag: D3 dopamine receptor (human) antagonism | P35462 | 360,000 tested, 2.5% active | AID 652054 | D3R cells, DiscoveRx beta-arrestin luminescence, antagonist mode; stronger effect = lower value | max response, negative = inhibition, %; in the data active means max response below about -50%; inconclusive means no clear call, values can overlap the other calls; further: on the % scale 0 is the no-effect control and ±100 the full control effect; mostly tested at two doses, the higher about 12 µM
Target sequence (P35462 whole entry, looked up): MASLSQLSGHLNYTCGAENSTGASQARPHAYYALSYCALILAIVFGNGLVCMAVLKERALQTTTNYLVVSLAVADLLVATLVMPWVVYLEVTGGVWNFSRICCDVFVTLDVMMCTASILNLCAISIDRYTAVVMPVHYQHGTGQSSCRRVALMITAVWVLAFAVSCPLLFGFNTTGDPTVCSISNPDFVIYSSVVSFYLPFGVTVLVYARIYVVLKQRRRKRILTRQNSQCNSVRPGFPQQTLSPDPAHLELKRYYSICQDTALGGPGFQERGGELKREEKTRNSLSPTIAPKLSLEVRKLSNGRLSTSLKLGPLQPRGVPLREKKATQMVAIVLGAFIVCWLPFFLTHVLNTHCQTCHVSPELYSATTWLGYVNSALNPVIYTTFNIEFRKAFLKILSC
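Cells expressing the human receptor were seeded at 1500 cells/well, incubated overnight at 37 degrees C in 5% CO2, then exposed to library compounds with dopamine controls for 90 minutes at 37 degrees C before luminescent detection.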
SW480 rerep: inducers of DNA re-replication in SW480 colon cancer cells | SW480 DNA re-replication, Hoechst DNA content imaging, 48 h | Potency, µM (top dose mostly 46.1 µM), for the others: at the highest dose re-replication activation, usual class: activators | 340,000 tested, 1.8% active; further: potency means the concentration at half of the fitted maximal effect; % of control where 0% means no effect; nearly all actives have a fitted effect of over 55% in size
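DNA re-replication was detected as more nuclei of elevated Hoechst intensity after 48 hr exposure to compound (23 nL pinned per well of 250 cells).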
D3 ag: agonists of human D3 dopamine receptor; P35462; max activation, %; AID 652048; 410,000 tested, 0.58% active; D3R DiscoveRx beta-arrestin cells, luminescence, 90 min; in the data active means max activation above about 30%; further: 0% is about no effect; mostly tested at two doses, the higher about 12 µM
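Agonist-mode cell screen: cells plated at 1500/well and incubated overnight at 37 °C, then exposed to library compounds for 90 min at 37 °C. Detection reagent was added for 30–60 min at room temperature, and luminescence was read.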
HT1080 IDH1KD tx: HT-1080 IDH1 knockdown cell toxicity (counter line) | 360,000 tested, 2% active | HT-1080 IDH1 knockdown viability, ATP luminescence, 48 h | Potency, µM (doses to about 46.1 µM), inactives show at the top dose activity, negative = toxicity, hits mostly cytotoxic | AID 686971;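 further: potency means the concentration at half of the fitted maximal effect; 0% = DMSO wells and -100% = cell-free medium wells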
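After a 2 h attachment period, IDH1KD HT-1080 cells took pin-transferred compound for 48 h at 37 °C; ATP-based luminescence after 10 min room-temperature reagent incubation reported viability.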
KB-3-1 cytotox: kills parental KB-3-1 adenocarcinoma cells; Potency, µM (series often up to 46.1 µM), inactives show top-dose activity change, negative = cytotoxic, hits mostly cytotoxic; KB-3-1 viability, CellTiter-Glo ATP luminescence, 72 h; 400,000 tested, 1.4% active; further: potency means the concentration at half of the fitted maximal effect; on the % scale 0 is the no-effect control and ±100 the full control effect; nearly all actives have a fitted effect of over 60% in size
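Luminescent ATP read-out (CellTiter-Glo) measures survival of drug-naive KB-3-1 cells after 72 h compound exposure at 37 °C. Titration series was screened from lowest to highest concentration, with DMSO vehicle plates as background controls.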
KB-V1 cytotox: kills drug-selected multidrug resistant KB-V1 cells; KB-V1 MDR cells viability, CellTiter-Glo, 72 h; 400,000 tested, 3.4% active; Potency, µM (series often up to 46.1 µM), for the others: at the top dose activity change, negative = cytotoxicity, usual class: cytotoxic; AID 1347076; further: potency means the concentration at half of the fitted maximal effect; on the % scale 0 is the no-effect control and ±100 the full control effect; nearly all actives have a fitted effect of over 60% in size
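KB-V1, DMEM (no phenol red) + 10% FBS; cpd pin-transferred, titration series; 72 h, 37 degrees C; CellTiter-Glo, luminescence. Data normalized, curve-fit.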
IL1B secr inh: inflammasome signaling inhibition, IL-1 beta readout; THP-1 LPS/ATP IL-1B secretion, AlphaLISA, 16 h; stronger effect = lower value; activity change, % at 57.5 µM; 360,000 tested, 4.7% active; AID 743279; in the data active means activity change below about -50%; inconclusive means mostly about -30% to -49%; further: on the % scale 0 is the no-effect control and ±100 the full control effect
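Secreted IL-1B measured by AlphaLISA bead assay after 16 h compound exposure of THP-1 cells; compounds (final up to 57.5 uM) added 1 h before LPS (250 ng/mL) and ATP (1.25 mM) stimulation; lower signal means less secretion.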
GLP1R ag: GLP-1 receptor (human) agonism; Potency, µM (doses to about 45.6 µM), for inactives: at the top dose activation, actives largely listed as activators; P43220; 380,000 tested, 0.007% active; HEK293 GLP-1R CRE-luciferase, luminescence, 4-6 h; cells express a hypersensitive GLP-1R form; further: potency means the concentration at half of the fitted maximal effect; % of control where 0% means no effect
Target sequence (P43220 whole entry, looked up): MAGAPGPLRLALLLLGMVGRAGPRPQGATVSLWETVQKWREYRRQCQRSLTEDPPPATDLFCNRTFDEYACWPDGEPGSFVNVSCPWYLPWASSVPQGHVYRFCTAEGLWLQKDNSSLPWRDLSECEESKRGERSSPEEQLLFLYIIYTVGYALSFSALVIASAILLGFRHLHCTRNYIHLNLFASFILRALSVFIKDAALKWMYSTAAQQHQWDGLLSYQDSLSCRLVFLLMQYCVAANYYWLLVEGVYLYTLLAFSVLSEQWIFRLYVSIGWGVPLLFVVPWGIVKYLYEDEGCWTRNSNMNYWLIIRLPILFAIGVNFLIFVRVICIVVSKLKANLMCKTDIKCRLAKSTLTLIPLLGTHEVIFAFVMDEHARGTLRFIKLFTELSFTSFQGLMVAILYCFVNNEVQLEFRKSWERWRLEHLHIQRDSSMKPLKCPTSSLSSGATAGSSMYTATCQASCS
Numbers without * were called inactive; ? = inconclusive; / = not tested or not shown; [ ] = another dose, or the depositor's remark. Unless noted, the call rests on the fitted dose curve; in most records, active means well fitted curve in the direction sought with a large enough effect; inconclusive means small, poorly fitted or top-dose-only effect, or another doubt; inactive means no such curve, though single readings can be large; an effect the other way counts as inactive or inconclusive.

SMILES	HT1080-NT tox	D3 antag	SW480 rerep	D3 ag	HT1080 IDH1KD tx	KB-3-1 cytotox	KB-V1 cytotox	IL1B secr inh	GLP1R ag
O=C(CCc1nnc(CCCCc2ccccc2)o1)N1CCCCC1CCO (stereo not drawn)	-2%	-5	-4%	0	-2%	3%	0%	-3	7%
O=C(NCc1ccco1)c1ccc(Br)s1	-2%	22	3%	-12	1%	?	?	-9	-12%
Cc1ccc(C2CC(c3ccccc3)=NN2C(=S)Nc2ccccc2)o1 (stereo not drawn)	?	-51*	12µM*	-3	?	5.8µM*	5.2µM*	-9	-26%
CCOC(=O)[C@@H]1[C@H]2COc3ccccc3[C@H]2N2C(=O)N(c3ccc(C)cc3)C(=O)[C@]12C	10%	13	0%	-7	9%	-25%	0%	1	0%
O=C(Nc1ccccc1)c1cc(C2CCCN(C(=O)c3ccc4c(c3)CCO4)C2)on1 (stereo not drawn)	-26%	12	/	-2	-11%	0%	4%	4	10%
Fc1cccc(CN2CCN(Cc3nc(-c4cnccn4)no3)CC2)c1	19%	4	3%	0	-1%	-1%	-14%	26	-1%
O=C(COC(=O)Cn1cnc2ccccc2c1=O)Nc1ccc(Cl)cc1	8%	-12	?	-6	-3%	0%	-2%	14	1%
CC1CCN(C(=O)COC(=O)c2cccc(S(=O)(=O)N3CCOCC3)c2)CC1	4%	4	/	1	8%	7%	-2%	13	11%
CCSCCNC(=O)c1cncc(Br)c1	9%	20	1%	1	13%	27%	1%	-5	1%
COc1ccc(-n2nc3c(c2NC(=O)c2ccc(Br)cc2)CS(=O)C3)cc1 (stereo not drawn)	0%	6	-12%	3	-1%	7%	3%	0	-5%
N#Cc1ccc(CSc2nnc(NC(=O)CCc3nc4ccccc4c(=O)[nH]3)s2)cc1	4%	-14	-3%	-3	3%	-6%	-14%	-7	-10%
CCN(CC)CCCNC(=O)c1cc(-c2cccc(Cl)c2)on1	?	-20	1%	-2	?	-17%	-9%	-6	19%
CC(=O)Nc1ccc(NC(=O)CN(c2ccc(C(C)C)cc2)S(=O)(=O)c2ccccc2)cc1	-13%	15	-2%	3	-14%	-1%	4%	-16	1%
CCCCOc1ccc(-c2cn3ccccc3n2)cc1[N+](=O)[O-]	-22%	-1	26%	-1	?	-23%	?	-11	?
Cc1ccc(CNC(=O)c2c(-c3ccccc3)noc2C)cc1	0%	4	-7%	4	2%	2%	6%	32	11%
C=CCN1C(=O)C2(OCCCO2)c2ccccc21	17%	-9	-3%	2	12%	-2%	1%	6	-1%
OCc1nn2c(c1Br)NC(c1ccccc1)CC2C(F)(F)F (stereo not drawn)	1%	-9	2%	-2	4%	4%	-7%	0	10%
O=C(C[C@H]1C[C@H](C(=O)N2CCCCC2)[C@@]2(CCc3ccccc3)c3[nH]c4ccc(Cl)cc4c3CCN2C1=O)NCCCn1ccnc1	?	?	9%	-23	?	0%	0%	-58*	-4%
COc1ccc(NC(=O)c2cc3ccccn3n2)cc1	-6%	-20	-4%	-10	-15%	-29%	?	13	-5%
CCC1(CC)C(=O)C2=C3C1[C@H](C(=O)OC)C=C(C(=O)OC)C[C@H]3n1c(=O)n(C)c(=O)n1[C@H]2C (stereo partly drawn)	21%	0	0%	-4	11%	5%	8%	-4	4%
CCc1ccccc1Nc1nn2c(=O)c3ccc(C(=O)NC(C)c4ccccc4)cc3nc2s1 (stereo not drawn)	/	/	/	-6	/	?	?	/	9%
O=C(CSc1nccn1-c1ccccc1)c1ccc(Br)cc1	-7%	-23	-2%	0	-3%	-13%	?	-10	-1%
C[C@@]12C(=O)N(Cc3ccccc3)CC(=O)N1[C@H](/C=C/c1ccccc1)[C@@H]1C(=O)N(c3ccccc3)C(=O)[C@@H]12	10%	-24	-7%	7	23%	13%	?	13	3%
CCn1cc(/C=C/C(=O)Nc2ccn(Cc3c(F)c(F)c(F)c(F)c3F)n2)cn1	6%	17	?	1	19%	-21%	?	-9	2%
Cc1ccc(C(C)C)c(OCC(=O)Nc2cccc(S(=O)(=O)NC3=NCCCCC3)c2)c1	-12%	22	12%	-9	-15%	/	/	-18	5%

Compound profiles, from the list above:
`C=CCN1C(=O)C2(OCCCO2)c2ccccc21` is listed as HT1080-NT tox = 17%; D3 antag = -9; SW480 rerep = -3%; D3 ag = 2; HT1080 IDH1KD tx = 12%; KB-3-1 cytotox = -2%; KB-V1 cytotox = 1%; IL1B secr inh = 6; GLP1R ag = -1%
`Cc1ccc(C2CC(c3ccccc3)=NN2C(=S)Nc2ccccc2)o1` (stereo not drawn) is listed as HT1080-NT tox = ?; D3 antag = -51*; SW480 rerep = 12µM*; D3 ag = -3; HT1080 IDH1KD tx = ?; KB-3-1 cytotox = 5.8µM*; KB-V1 cytotox = 5.2µM*; IL1B secr inh = -9; GLP1R ag = -26%

The listing continues.
SMILES	HT1080-NT tox	D3 antag	SW480 rerep	D3 ag	HT1080 IDH1KD tx	KB-3-1 cytotox	KB-V1 cytotox	IL1B secr inh	GLP1R ag
CC(C)(C)c1ccccc1NC(=O)c1ccco1	-1%	-30	-6%	5	8%[9.24 µM]	8%	7%	27	-1%
COc1ccc(Nc2nnc(SCc3cc(=O)n4ccsc4n3)s2)cc1	-17%	12	7%	13	-23%	-8%	?	-20	10%
CCOC(=O)C1=C(C)NC(C)=C(C(=O)OCC)C1C(=O)OCC(=O)N(C)C	?	14	?	8	14%	1%	-3%	15	5%
O=C(Nc1nc2c(F)cc(F)cc2s1)C1CC(=O)N(Cc2ccco2)C1 (stereo not drawn)	-9%	5	0%	-6	-8%	4%	-7%	6	-1%
COc1cc2c(cc1OC)/C(=C/C(=O)c1ccc(F)cc1)NCC2	-3%	19	-4%	8	-21%	2%	0%	-20	?
C[C@@H]1CN([C@@H](C)CO)C(=O)CCCn2nncc2CO[C@H]1CN(C)S(=O)(=O)c1ccc(-n2cccn2)cc1	-4%	1	/	0	-3%	1%	-1%	-8	-3%
COc1ccc(C(=O)N/C(=C\c2ccccc2)C(=O)NC(CCSC)C(=O)O)cc1 (stereo not drawn)	18%	1	-4%	-7	11%	-2%	26%	15	-11%
CN(CCN(C)C(=O)c1[nH]cnc1C(=O)Nc1ccccc1)C(=O)c1[nH]cnc1C(=O)Nc1ccccc1	3%	14	20%	7	6%	?	?	27	6%
CC(NCc1cccc(S(=O)(=O)N(C)C)c1)c1ccc(F)cc1 (stereo not drawn)	14%	2	14%	-7	11%	1%	4%	1	0%
CC1CN=C(N(C(=O)Nc2ccccc2)C(C)C)S1 (stereo not drawn)	2%	0	-3%	2	-3%	-6%	6%	0	-31%
CCc1ccccc1Nc1nc(N)nc(CSc2nnc3ccccn23)n1	-2%	0	?	9	-2%	-1%	-16%	15	-4%
NS(=O)(=O)c1ccc(CCNC(=O)CSc2nc3ccsc3c(=O)n2C2CC2)cc1	6%	-8	-8%	-1	4%	-1%	16%	-9	0%
O=C(CSc1nc2cc(S(=O)(=O)N3CCOCC3)ccc2o1)NC1CCCc2ccccc21 (stereo not drawn)	-16%	0	6%	7	-11%	0%	-23%	2	0%
CC(C)N1CCC(NC(=O)Nc2ccc3c(c2)OCO3)CC1	16%	7	-19%	6	2%	12%	6%	1	2%
CCN(CC(=O)Nc1c(F)cccc1F)C(=O)/C=C/c1ccc(S(=O)(=O)N2CCCCCC2)cc1	-15%	11	9%	0	?	?	?	-58*	-2%
O=C1[C@H]2[C@@H](c3ccc(F)cc3)N3C(=O)N(c4cccc(F)c4)C(=O)[C@@]3(Cc3ccc(Cl)cc3)[C@H]2C(=O)N1C1CCCCC1	3%	-26	0%	-8	11%	-11%	-1%	-3	-1%
COc1ccc(OCCCN2CCCC(C)C2)cc1 (stereo not drawn)	15%	-60*	-7%	-15	25%	17%	0%	16	6%
COc1cccc(OCc2cc(C(=O)N(Cc3ccccc3)CC3CC3)no2)c1	-8%	17	2%	0	-9%	1%	-18%	-26	9%
O=C(NNS(=O)(=O)c1ccccc1)c1ccc(F)cc1	10%	-10	-32%[inhibitor]	3	8%	24%	13%	0	3%
Cc1ccccc1N(CC(=O)NC1CCCCC1)C(=O)CCC(=O)Nc1nccs1	1%	-12	1%	14	-1%	4%	-16%	-18	20%
O=C(c1ccccc1F)N1CCN(S(=O)(=O)c2ccc(S(=O)(=O)N3CCCCCC3)cc2)CC1	-3%	-2	-2%	-3	15%	6%	-4%	15	6%
CS(=O)(=O)c1ccc(Cl)c(NC(=O)COC(=O)CCc2c[nH]c3ccccc23)c1	-7%	4	-10%	-11	-4%	-2%	?	10	8%
Cc1onc(-c2ccccc2)c1-c1n[nH]c(=S)n1-c1ccccc1	2%	?	3%	1	3%	-3%	20%	18	-8%
Cc1ccc(-c2noc(CN(C(=O)Cc3ccccc3)C(C)C)n2)cc1	-16%	-7	3%	4	-30%	-30%	23µM*	-10	-3%
CC(C)Oc1ccccc1/C=N/NC(=O)c1ccc(F)cc1	-1%	-22	-46%[inhibitor]	-11	-2%	0%	-8%	0	-29%

The listing continues.
SMILES	HT1080-NT tox	D3 antag	SW480 rerep	D3 ag	HT1080 IDH1KD tx	KB-3-1 cytotox	KB-V1 cytotox	IL1B secr inh	GLP1R ag
Cc1cc(C(=O)CSc2nnc(N)s2)c(C)n1Cc1ccco1	5%	-13	1%	6	9%	25%	-4%	0	1%
COc1cccc(-c2cc3nc(-c4ccccc4)cc(N4CCC5(CC4)OCCO5)n3n2)c1	?	42	6%	14	5%[9.24 µM]	19%	?	?	7%
COc1cc(OC)cc(C(=O)N2CCN(c3ccc(N4CCOCC4)nn3)CC2)c1	-3%	-1	-156%[inhibitor]	-5	-7%	2%	-13%	-15	3%
Cc1ccc(N2CC(C(=O)N3CCC(C(=O)Nc4cccc(Br)c4)CC3)CC2=O)cc1 (stereo not drawn)	0%	-4	-20%	-9	-19%	0%	3%	?	13%
CC1CCN(C(=O)CCNS(=O)(=O)c2ccccc2)CC1	15%	23	-15%	7	4%	4%	0%	6	3%
O=C(NCCCn1ccnc1)/C(=C\c1ccco1)NC(=O)c1ccco1	-3%	-12	-5%	-5	1%	-1%	-13%	-13	-2%

Source: PubChem BioAssay
